DRD3 agonist: D3 dopamine receptor (human) agonism; P35462; D3R DiscoveRx beta-arrestin cells, luminescence, 90 min; max activation, %; 410,000 tested, 0.58% active; AID 652048; in the data active = max activation above about 30%; note: 0% is about no effect; mostly tested at two doses, the higher about 12 µM
Target sequence (P35462 whole entry, looked up): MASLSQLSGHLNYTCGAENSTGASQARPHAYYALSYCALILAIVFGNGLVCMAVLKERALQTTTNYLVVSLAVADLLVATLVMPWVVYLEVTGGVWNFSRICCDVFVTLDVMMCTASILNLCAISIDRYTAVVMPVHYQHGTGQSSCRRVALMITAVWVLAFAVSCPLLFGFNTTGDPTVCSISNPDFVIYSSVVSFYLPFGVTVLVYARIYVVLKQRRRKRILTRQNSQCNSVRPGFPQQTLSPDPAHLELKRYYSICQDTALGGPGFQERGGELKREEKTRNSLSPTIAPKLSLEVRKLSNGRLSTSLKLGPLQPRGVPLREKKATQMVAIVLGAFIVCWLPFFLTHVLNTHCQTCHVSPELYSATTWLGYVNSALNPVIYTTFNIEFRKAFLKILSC
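Agonist-mode cell screen: cells plated at 1500/well and incubated overnight at 37 °C, then exposed to library compounds for 90 min at 37 °C. Detection reagent was added for 30–60 min at room temperature, and luminescence was read.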
D3 antag: D3 dopamine receptor (human) antagonism | D3R cells, DiscoveRx beta-arrestin luminescence, antagonist mode; hits give low values | P35462 | 360,000 tested, 2.5% active | AID 652054 | max response, negative = inhibition, %; in the data active = max response below about -50%; inconclusive = no clear call, values can overlap the other calls; note: % is set by controls: 0 for no effect and ±100 for the full control effect; mostly tested at two doses, the higher about 12 µM
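Cells expressing the human receptor were seeded at 1500 cells/well, incubated overnight at 37 degrees C in 5% CO2, then exposed to library compounds with dopamine controls for 90 minutes at 37 degrees C before luminescent detection.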
GLP1R cytotox: cytotoxicity in counter-screen for GLP-1R inverse agonists; HEK293 cAMP-luciferase reporter cells, luminescence, 24 h; 410,000 tested, 0.13% active; AID 624418; Potency, µM (titrated, usually from 38.3 µM), inactives show at the top dose activity change, negative = inhibition, usual class: inhibitors;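 note: loss of luciferase light is scored as toxicity; potency is the fitted concentration of half-maximal effect; % is set by controls: 0 for no effect and ±100 for the full control effect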
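To flag toxic compounds, the library was rerun on cells for 24 hr at 37 deg C and 5% CO2. Viability-linked luminescence was captured 12 min after adding luciferase detection reagent.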
GLP-1R agonist: GLP-1 receptor (human) agonism; P43220; HEK293 GLP-1R CRE-luciferase, luminescence, 4-6 h; cells express a hypersensitive GLP-1R form; Potency, µM (series often up to 45.6 µM), for inactives: top-dose activation, most hits filed as activators; 380,000 tested, 0.007% active; AID 624172; note: potency is the fitted concentration of half-maximal effect; % of control where 0% means no effect
Target sequence (P43220 whole entry, looked up): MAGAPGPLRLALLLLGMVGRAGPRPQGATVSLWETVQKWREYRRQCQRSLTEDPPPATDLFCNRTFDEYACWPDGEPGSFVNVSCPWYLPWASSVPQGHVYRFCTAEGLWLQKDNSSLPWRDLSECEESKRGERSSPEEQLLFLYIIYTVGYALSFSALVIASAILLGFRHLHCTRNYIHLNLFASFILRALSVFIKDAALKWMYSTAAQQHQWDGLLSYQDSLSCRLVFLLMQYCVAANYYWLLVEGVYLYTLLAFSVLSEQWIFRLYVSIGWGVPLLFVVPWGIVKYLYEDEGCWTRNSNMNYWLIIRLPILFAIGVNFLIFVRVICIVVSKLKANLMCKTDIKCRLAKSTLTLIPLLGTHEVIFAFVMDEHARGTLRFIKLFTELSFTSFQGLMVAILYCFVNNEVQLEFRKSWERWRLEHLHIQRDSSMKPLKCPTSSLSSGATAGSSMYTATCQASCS
IL2 activator: activators of IL-2; IL-2 activation reporter assay, cell-based qHTS; stimulated with anti-CD3/CD4/CD28 beads; in transgenic mouse T cells; activation, % (series mostly up to about 46 µM); 360,000 tested, 0.065% active; AID 652025; in the data active = activation above about 50%; inconclusive = mostly about 30% to 49%; note: 0% is about no effect
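Unstimulated transgenic mouse T cells, 750 per well, received compound and, after 60 minutes, anti-CD3/anti-CD4 bead plus anti-CD28 stimulation. EGFP and DsRed were quantified after 18 hours.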
PLK1 PBD block: blocks phosphopeptide binding to human PLK1 polo-box domain; Plk1 PBD binding of FITC phosphopeptide, fluorescence polarization; Potency, µM, for the others: max response, negative = inhibition, usual class: inhibitors; 360,000 tested, 2.8% active; AID 720504; note: potency is the fitted concentration of half-maximal effect; series mostly up to about 57 µM; % is set by controls: 0 for no effect and ±100 for the full control effect; nearly all actives have a fitted effect of over 65% in size
PI5P4Ka inh: inhibitors of human PI5P4K alpha; P48426; AID 652105; max response, %; PI5P4Kalpha enzyme, ADP-Glo luminescence, 60 min; hits give low values; 330,000 tested, 1.2% active; active = max response of -50% or lower; inconclusive = between -30% and -50%; inactive = -30% or higher; note: value at the top dose of about 77 µM; % is set by controls: 0 for no effect and ±100 for the full control effect
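Compounds were pin-transferred onto PI5P4Kalpha and substrate in HEPES pH 7.4 buffer with EGTA, CHAPS and 5% DMSO. ATP (5 microM final) started the reaction, which ran 60 minutes at room temperature before ADP-Glo detection.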
WRN inhibitor: inhibitors of human WRN helicase; Q14191; WRN helicase unwinding, fluorescent forked duplex, kinetic; Potency, µM (series often up to 114 µM), for inactives: at the highest dose activity change, negative = inhibition, most hits filed as inhibitors; 360,000 tested, 0.46% active; note: potency is the fitted concentration of half-maximal effect; % is set by controls: 0 for no effect and ±100 for the full control effect; nearly all actives have a fitted effect of over 55% in size
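Kinetic red-fluorescence monitoring (525/598 nm) tracks WRN helicase activity after 100 nM fluorophore-quencher forked duplex and 2 mM ATP are added to 20 nM enzyme pretreated 15 min at room temperature with compound.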
GLP-1R inv ag: GLP-1 receptor (human) inverse agonism. P43220. HEK293 GLP-1R CRE-luciferase, luminescence, 24 h; GLP-1R form is constitutively active. Potency, µM (series often up to 38.3 µM), for the others: at the top dose activity change, negative = inhibition, actives largely listed as inhibitors. 410,000 tested, 1.6% active; note: potency is the fitted concentration of half-maximal effect; % is set by controls: 0 for no effect and ±100 for the full control effect; nearly all actives have a fitted effect of over 55% in size
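Seeding at 200 cells/uL, 12 h culture, 24 hr compound treatment, then luciferase reagent and a luminescence read; cells are HEK293 stably expressing a constitutively active GLP-1R plus cAMP-responsive luciferase.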
Starred values were filed as active, the others as inactive; [ ] = remark or other dose. Unless noted, calls come from the whole dose curve; as a rule, active = well fitted curve in the direction sought with a large enough effect; inconclusive = small, poorly fitted or top-dose-only effect, or another doubt; inactive = no such curve, though single readings can be large; an effect the other way counts as inactive or inconclusive.

What do the screens show for `COc1ccccc1CCNC(=O)c1ccc2nc[nH]c2c1`?
DRD3 agonist: -7.3; D3 antag: 1.9; GLP1R cytotox: 12.4%; GLP-1R agonist: 5.0%; IL2 activator: -2.8; PLK1 PBD block: -0.9%; PI5P4Ka inh: -26.1; WRN inhibitor: -6.4%; GLP-1R inv ag: 0.5%

Results for CCn1c(=O)n(CC)c2cc(S(N)(=O)=O)ccc21 ?
DRD3 agonist: 3.7; D3 antag: 3.9; GLP1R cytotox: -4.2%; GLP-1R agonist: -0.4%; IL2 activator: -2.5; PLK1 PBD block: -7.6%; PI5P4Ka inh: 2.1; WRN inhibitor: -8.3%; GLP-1R inv ag: 4.0%

How did O=C(NCc1ccc2c(c1)OCO2)C(=S)N1CCOCC1 do in these assays?
DRD3 agonist: 9.1; D3 antag: 10.0; GLP1R cytotox: -5.0%; GLP-1R agonist: -2.9%; IL2 activator: -0.6; PLK1 PBD block: 0.8%; PI5P4Ka inh: 5.7; WRN inhibitor: -3.0%[57.1 µM]; GLP-1R inv ag: 6.8%

Results for CCOC(=O)C1CCN(C(=O)CCNC(=O)Cn2ccc3ccccc3c2=O)CC1 ?
DRD3 agonist: -1.0; D3 antag: 12.9; GLP1R cytotox: -9.7%; GLP-1R agonist: -11.1%; IL2 activator: 1.8; PLK1 PBD block: -0.2%; WRN inhibitor: 6.5%; GLP-1R inv ag: -1.6%

Results for COc1ccc(S(=O)(=O)NCCC(=O)NC(C)c2ccccc2)cc1 (centres undefined) ?
DRD3 agonist: -2.3; D3 antag: -9.9; GLP1R cytotox: -15.3%; GLP-1R agonist: -13.0%; IL2 activator: -3.1; PLK1 PBD block: 3.2%; WRN inhibitor: -4.5%; GLP-1R inv ag: 0.1%

How did Cc1ccc(NC(=S)N(CCN(C)C)Cc2cc3cc(C)cc(C)c3[nH]c2=O)cc1 do in these assays?
DRD3 agonist: -7.4; D3 antag: 4.4; GLP1R cytotox: inconclusive; GLP-1R agonist: -5.4%; IL2 activator: -0.4; PLK1 PBD block: -11.5%; PI5P4Ka inh: -1.8; WRN inhibitor: -8.1%; GLP-1R inv ag: inconclusive

What do the screens show for `Cc1cccc(NC(=O)c2ccc3nccnc3c2)n1`?
DRD3 agonist: 1.7; D3 antag: -18.0; GLP1R cytotox: -12.8%; GLP-1R agonist: -6.4%; IL2 activator: 5.3; PLK1 PBD block: -11.1%; PI5P4Ka inh: inconclusive; WRN inhibitor: 6.8%; GLP-1R inv ag: 18.9%

How did Cc1ccc2nc(CSc3nnc(-c4ccncc4)n3C)cc(=O)n2c1 do in these assays?
DRD3 agonist: 3.4; D3 antag: -10.2; GLP1R cytotox: 8.9%; GLP-1R agonist: 0.8%; IL2 activator: 1.6; PLK1 PBD block: -12.9%; PI5P4Ka inh: 4.5; WRN inhibitor: -16.2%; GLP-1R inv ag: 71.5%[activator]

How did O=C(O)c1ccc(F)c(S(=O)(=O)Nc2ccccc2)c1 do in these assays?
DRD3 agonist: -4.8; D3 antag: -19.2; GLP1R cytotox: -0.4%; GLP-1R agonist: -1.8%; IL2 activator: 0.6; PLK1 PBD block: -0.8%; PI5P4Ka inh: -0.6; WRN inhibitor: -2.5%; GLP-1R inv ag: 9.5%

How did Cc1ccccc1OCC(=O)Nc1ccccc1C(=O)N1CCCCC1 do in these assays?
DRD3 agonist: 2.6; D3 antag: 1.8; GLP1R cytotox: 4.9%; GLP-1R agonist: 1.4%; IL2 activator: 0.2; PLK1 PBD block: 5.2%; PI5P4Ka inh: 7.7; WRN inhibitor: -2.2%; GLP-1R inv ag: 0.7%

How did Cc1ccc(OCCCCN2CCC(C)CC2)cc1 do in these assays?
DRD3 agonist: -39.3; D3 antag: inconclusive; GLP1R cytotox: -2.8%; GLP-1R agonist: -2.3%; IL2 activator: -1.7; PLK1 PBD block: 1.8%; PI5P4Ka inh: -9.1; WRN inhibitor: 0.5%; GLP-1R inv ag: -7.1%

What do the screens show for `COc1cc2c(cc1OC)C(CNC(=O)C=Cc1cc(OC)c(OC)c(OC)c1)C2` (centres undefined)?
DRD3 agonist: -13.3; D3 antag: -21.1; GLP1R cytotox: -8.5%; GLP-1R agonist: -6.3%; IL2 activator: -3.6; PLK1 PBD block: 7.2%; PI5P4Ka inh: 1.8; WRN inhibitor: -3.0%; GLP-1R inv ag: 69.1%[activator]

The closing two records of the section before lead into the next:
How did Cc1ccc(OCCCCN2CCC(C)CC2)cc1 do in these assays?
DRD3 agonist: -39.3; D3 antag: inconclusive; GLP1R cytotox: -2.8%; GLP-1R agonist: -2.3%; IL2 activator: -1.7; PLK1 PBD block: 1.8%; PI5P4Ka inh: -9.1; WRN inhibitor: 0.5%; GLP-1R inv ag: -7.1%

What do the screens show for `COc1cc2c(cc1OC)C(CNC(=O)C=Cc1cc(OC)c(OC)c(OC)c1)C2` (centres undefined)?
DRD3 agonist: -13.3; D3 antag: -21.1; GLP1R cytotox: -8.5%; GLP-1R agonist: -6.3%; IL2 activator: -3.6; PLK1 PBD block: 7.2%; PI5P4Ka inh: 1.8; WRN inhibitor: -3.0%; GLP-1R inv ag: 69.1%[activator]

How did CCOC(=O)N1CCN(C(=O)Nc2ccc3nc(C)sc3c2)CC1 do in these assays?
DRD3 agonist: -3.1; D3 antag: 8.1; GLP1R cytotox: -2.0%; GLP-1R agonist: 0.2%; IL2 activator: -1.7; PLK1 PBD block: -4.4%; PI5P4Ka inh: -0.6; WRN inhibitor: -0.5%; GLP-1R inv ag: 11.1%

How did CC(CC(=O)Nc1cccnc1)c1ccccc1 (centres undefined) do in these assays?
DRD3 agonist: 41.7*; D3 antag: -11.4; GLP1R cytotox: 2.6%; GLP-1R agonist: -0.7%; IL2 activator: -1.1; PLK1 PBD block: -7.2%; PI5P4Ka inh: -0.5; WRN inhibitor: 0.8%; GLP-1R inv ag: 9.4%

How did CCc1ccc(NS(=O)(=O)c2ccc(C)c(C(=O)N3CCOCC3)c2)cc1 do in these assays?
DRD3 agonist: -9.0; D3 antag: -4.8; GLP1R cytotox: -6.4%; GLP-1R agonist: -2.4%; IL2 activator: -1.7; PLK1 PBD block: 3.7%; PI5P4Ka inh: -4.5; WRN inhibitor: 14.9%; GLP-1R inv ag: 10.8%

How did C(=N\Nc1nc2ccccc2[nH]1)/c1cccc2cccnc12 do in these assays?
DRD3 agonist: -20.8; D3 antag: 5.8; GLP1R cytotox: -19.0%; GLP-1R agonist: -0.2%; IL2 activator: -0.5; PLK1 PBD block: 4.9%; PI5P4Ka inh: -7.5; WRN inhibitor: -4.5%; GLP-1R inv ag: 10.4%

What do the screens show for `C[C@H](NC(=O)[C@@H]1Cc2ccccc2CN1)C(=O)NC1CCCC1`?
DRD3 agonist: 0.3; D3 antag: 6.8; GLP1R cytotox: 31.4%; GLP-1R agonist: -4.2%; IL2 activator: -0.4; PLK1 PBD block: 0.9%; PI5P4Ka inh: 1.5; WRN inhibitor: 1.5%; GLP-1R inv ag: 13.1%

What do the screens show for `COc1nc(N)c(S(=O)(=O)c2ccccc2)cc1C#N`?
DRD3 agonist: 1.8; D3 antag: 6.4; GLP1R cytotox: 4.3%; GLP-1R agonist: 22.1%; IL2 activator: -1.9; PLK1 PBD block: 10.3%; WRN inhibitor: -6.8%; GLP-1R inv ag: 2.8%

How did COc1ccc(-c2csc(NC(=O)C3CSC4(C)CCC(=O)N34)n2)cc1 (centres undefined) do in these assays?
DRD3 agonist: 6.3; D3 antag: 4.3; GLP1R cytotox: -25.8%; GLP-1R agonist: -2.6%; IL2 activator: 0.3; PLK1 PBD block: 2.3%; PI5P4Ka inh: 1.7; WRN inhibitor: 6.5%; GLP-1R inv ag: 14.1%

Results for Cc1cc(C)nc(Nc2ncc(O)n2-c2ccc(C)c(C)c2)n1 ?
DRD3 agonist: -18.3; D3 antag: -19.8; GLP1R cytotox: -5.0%; GLP-1R agonist: 3.0%; IL2 activator: 3.0; PLK1 PBD block: -3.1%; WRN inhibitor: -7.5%; GLP-1R inv ag: 4.5%

What do the screens show for `COCCC(=O)N1CCC(Oc2ccc(C(=O)N3C[C@@H](C)O[C@@H](C)C3)cc2)CC1`?
DRD3 agonist: -6.6; D3 antag: 0.9; GLP1R cytotox: 4.7%; GLP-1R agonist: 6.8%; IL2 activator: -2.5; PLK1 PBD block: 0.4%; PI5P4Ka inh: -3.3; WRN inhibitor: inconclusive; GLP-1R inv ag: 0.9%

Results for O=c1[nH]c2cc3c(cc2cc1C(c1nnnn1Cc1ccccc1)N1CCCc2ccccc21)OCO3 (centres undefined) ?
DRD3 agonist: 6.0; D3 antag: -20.8; GLP1R cytotox: 7.8%; GLP-1R agonist: -5.0%; IL2 activator: 0.9; PLK1 PBD block: -7.0%; WRN inhibitor: -5.5%; GLP-1R inv ag: 4.5%

What do the screens show for `CCn1cc(Cl)c(C(=O)Nc2ccc3c(c2)OCCO3)n1`?
DRD3 agonist: 5.2; D3 antag: 9.9; GLP1R cytotox: 0.4%[7.66 µM]; GLP-1R agonist: 0.6%; IL2 activator: 1.2; PLK1 PBD block: 0.3%; PI5P4Ka inh: -6.8; WRN inhibitor: -1.9%; GLP-1R inv ag: -1.8%[7.66 µM]

What do the screens show for `CC(C)c1ccccc1NC(=O)COC(=O)Cc1ccsc1`?
DRD3 agonist: -3.5; D3 antag: 13.7; GLP1R cytotox: -1.2%; GLP-1R agonist: -1.6%; IL2 activator: -0.1; PLK1 PBD block: -4.6%; PI5P4Ka inh: -1.3; WRN inhibitor: 2.8%; GLP-1R inv ag: 13.3%

What do the screens show for `COc1ccc(C(=O)c2c3ccccc3[n+]([O-])n2Cc2ccc(C(N)=O)cc2)cc1`?
DRD3 agonist: 8.3; D3 antag: -10.4; GLP1R cytotox: -36.3%; GLP-1R agonist: 6.8%; IL2 activator: 1.0; PLK1 PBD block: -13.1%; PI5P4Ka inh: -2.7; WRN inhibitor: 4.8%; GLP-1R inv ag: 27.1%

What do the screens show for `O=C1NC[C@H](CCCCN2C[C@H](Cc3ccccc3)N(CCc3ccccc3)C(=O)C2=O)N(CC2CCCCC2)C1=O`?
DRD3 agonist: -5.1; D3 antag: 0.0; GLP1R cytotox: 1.0%; GLP-1R agonist: -2.0%; IL2 activator: 0.6; PLK1 PBD block: -3.7%; PI5P4Ka inh: 4.6; WRN inhibitor: 2.4%; GLP-1R inv ag: 14.9%

Not a hit list; any-hit rate near 7.8%.
